hiPSC survival: increases survival of single human iPS cells; hiPSC single-cell survival, ATPlite luminescence; 100% = ROCK inhibitor wells, 0% = DMSO; survival enhancement, % at 20 µM; 0.044% of 360,000 active; in the data active = survival enhancement above about 18%;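 note: cells exposed to compounds for 16 hours before the ATP read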
Shn3 3UTR inh: inhibitors of Schnurri-3 3'UTR reporter in osteoblasts; Clone20 osteoblast Shn3 3'UTR firefly luciferase, 24 h; inhibition, % at 12.5 µM; 0.52% of 360,000 active; AID 588674;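 active = mean inhibition of at least 75% with every replicate also reaching 75%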;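 note: 0% = median of neutral control wells and 100% = pilot-screen positive control compound; some compounds past the cut are filed as inactive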
NR2E3 ag-1: agonists of human NR2E3 nuclear receptor | AID 602229 | 0.35% of 360,000 active | inhibition of corepressor binding, % at 3.98 µM | Q9Y5X4 | CHO-S Gal4-NCOR/VP16-NR2E3 two-hybrid, luciferase;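 active = inhibition above the mean of all tested compounds plus 3 SD, cut at about 70% in these data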;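 note: 0% = DMSO with NR2E3 transfected cells and 100% = cells lacking NR2E3 construct; higher means lower luciferase signal from less NR2E3 corepressor binding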
Target sequence (Q9Y5X4 whole entry, looked up, the tested form may be a part): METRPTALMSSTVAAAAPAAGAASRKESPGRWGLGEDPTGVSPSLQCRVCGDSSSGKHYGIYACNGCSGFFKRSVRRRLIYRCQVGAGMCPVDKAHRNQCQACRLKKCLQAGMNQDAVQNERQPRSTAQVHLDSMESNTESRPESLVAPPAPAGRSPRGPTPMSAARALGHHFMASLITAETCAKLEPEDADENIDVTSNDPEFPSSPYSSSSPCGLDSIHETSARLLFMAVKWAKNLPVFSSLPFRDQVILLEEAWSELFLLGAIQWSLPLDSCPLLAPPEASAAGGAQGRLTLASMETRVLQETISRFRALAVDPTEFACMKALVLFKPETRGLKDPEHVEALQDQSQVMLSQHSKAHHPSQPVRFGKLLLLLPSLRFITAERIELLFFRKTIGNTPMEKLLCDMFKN
TWEAK-Fn14 inh: TWEAK-Fn14 signaling inhibition. TWEAK-stimulated Fn14 reporter cells, luciferase luminescence, 8 h. inhibition, % at 10 µM. 2% of 360,000 active. AID 1159606; in the data active = inhibition above about 50%
TRPM1 prom inh: reduces MITF-dependent TRPM1 promoter luciferase signal. SK-MEL-5 TRPM1 promoter luciferase, 24 h. inhibition, % at 12.5 µM. 0.83% of 330,000 active;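 active = mean inhibition across replicates of 60% or more, whatever share of single replicates reaches that level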; note: values of inactives mirror those of a sister screen read the other way
NR2E3 ag-2: activates human photoreceptor nuclear receptor NR2E3; 0.12% of 320,000 active; GST-NR2E3/biotin-RetCOR TR-FRET, 1536-well; inhibition of corepressor binding, % at 4.78 µM; AID 2300; Q9Y5X4;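 active = percent inhibition above the cutoff of mean plus 3 SD of all tested compounds, set per screening campaign, cut at about 20% in these data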;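 note: 0% = DMSO wells and 100% = biotin wells as full block of FRET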
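Test system: GST-NR2E3 and biotin-RetCOR proteins | Quantity: 1.35 nM GST-tagged NR2E3 final | Medium: Tris pH 7.5 | Also added: 7 nM biotin-RetCOR | Dosing: Compound at 4.8 µM, single dose | Timing: 5 h at 4 °C | Detection: Time-resolved FRET | Read-out basis: Percent inhibition | Benchmarks: Biotin wells as high control, 0.6% DMSO wells as low control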
KKLEB tox: counter-screen for CF NF-kB inhibitors: cytotoxicity. KKLEB CF airway cells viability, ATPlite luminescence, overnight; hits give low values; cells stimulated with P. aeruginosa culture filtrate. activity change (cytotoxicity), % at 5 µM. 0.36% of 360,000 active;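 active = corrected activity change at or below -50% at 5 µM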
CF NFkB block: inhibitors of cystic fibrosis induced NF-kB. KKLEB NF-kB-GFP reporter, PAF-induced, GFP fluorescence overnight. inhibition, % at 5 µM. 0.86% of 360,000 active;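 active = at least 50% inhibition at 5 µM, scaled per plate between neutral and stimulator controls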;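 note: PAF is a Pseudomonas aeruginosa culture filtrate used as stimulus; plate controls were PAF-stimulated DMSO wells for no effect and unstimulated DMSO wells for full effect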
aDG glyco act: alpha-DG glycosylation activation; 0.22% of 360,000 active; Pro5-aDG cells, alpha-DG glycosylation AlphaScreen (IIH6); 0% Pro5, 100% B10-LARGE cell signal; AID 624168; activation, % at 10 µM;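 active = activation of at least 8% versus controls, or a plate z-score of at least 8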;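 note: Pro5 are CHO cells carrying HIG-tagged alpha-DG that lacks glycosylation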
Peg3 prom inh: Peg3 promoter activity inhibition | HeLa PEG-Prom luciferase reporter, luminescence, overnight | inhibition, % at 20 µM | 1.7% of 360,000 active;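 active = inhibition of at least 50% at 20 µM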
HIF-2a block: blocks HIF-2a reporter activity | 0.72% of 360,000 active | inhibition, % at 18.8 µM | AID 624352 | 786-0 RCC cells HIF-2a reporter, luciferase luminescence, overnight;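 active = inhibition of the luminescence signal of 40% or more relative to plate controls, in a single-dose primary screen at 18.75 µM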
Starred values were filed as active, the others as inactive.

`CCOC(=O)c1ccc(CSc2nnc(N)s2)cc1` gave hiPSC survival 2.4, Shn3 3UTR inh -44.0, NR2E3 ag-1 -58.9, TWEAK-Fn14 inh -6.5, TRPM1 prom inh -42.0, NR2E3 ag-2 -2.9, KKLEB tox -12.3, CF NFkB block -6.8, aDG glyco act 0.2, Peg3 prom inh -170.3 and HIF-2a block -167.3.
Cc1ccc2c(CC(=O)OCc3csc(C)n3)coc2c1 was read as hiPSC survival -2.7, Shn3 3UTR inh 7.5, NR2E3 ag-1 3.0, TWEAK-Fn14 inh 1.1, TRPM1 prom inh -2.6, NR2E3 ag-2 0.4, KKLEB tox 2.0, CF NFkB block -8.2, aDG glyco act 0.2, Peg3 prom inh 1.8 and HIF-2a block 20.9.
Screening CCC1CCCCN1CCCNC(=O)Cn1nc(-c2ccccc2)ccc1=O (stereo not given) returned hiPSC survival 4.5, Shn3 3UTR inh -6.4, NR2E3 ag-1 0.0, TWEAK-Fn14 inh 7.7, TRPM1 prom inh 4.9, NR2E3 ag-2 -3.5, KKLEB tox -1.2, CF NFkB block -0.1, aDG glyco act 0.0, Peg3 prom inh -9.4 and HIF-2a block 9.2.
`Cc1ccc(CN2CC[C@H]3C=CCc4cccc(c43)C2)cc1` gave hiPSC survival -1.7, Shn3 3UTR inh -3.3, NR2E3 ag-1 -8.6, TWEAK-Fn14 inh 0.8, TRPM1 prom inh -0.2, NR2E3 ag-2 3.6, KKLEB tox -16.8, CF NFkB block 15.5, aDG glyco act -0.6, Peg3 prom inh -10.0 and HIF-2a block 17.2.
For O=C(O)CSc1c2c(nc3cc(C(=O)N4CCCC4)ccc13)CCCC2 the results were hiPSC survival -0.1, Shn3 3UTR inh -16.7, NR2E3 ag-1 -9.5, TWEAK-Fn14 inh -1.3, TRPM1 prom inh -10.8, NR2E3 ag-2 5.9, KKLEB tox 5.2, CF NFkB block 8.0, aDG glyco act -0.1, Peg3 prom inh 8.9 and HIF-2a block 12.1.
Screening Cc1cc(NCCCn2ccnc2)n2nc(-c3ccc(F)cc3)cc2n1 returned hiPSC survival -3.2, Shn3 3UTR inh -11.5, NR2E3 ag-1 -57.0, TWEAK-Fn14 inh -30.2, TRPM1 prom inh -45.0, NR2E3 ag-2 2.1, KKLEB tox -16.3, CF NFkB block -2.7, aDG glyco act 0.4, Peg3 prom inh -153.3 and HIF-2a block -134.9.
Screening Cc1cc(-c2nc3cccnc3s2)ccc1NS(=O)(=O)c1cccs1 returned hiPSC survival -2.8, Shn3 3UTR inh -91.8, NR2E3 ag-1 -67.1, TWEAK-Fn14 inh 15.6, NR2E3 ag-2 0.3, KKLEB tox 6.9, CF NFkB block 3.9, aDG glyco act 1.3, Peg3 prom inh -211.3 and HIF-2a block -210.4.
`CCNc1nc(-c2ccc(Cl)cc2)cs1` gave hiPSC survival 0.6, Shn3 3UTR inh -82.4, NR2E3 ag-1 -117.1, TWEAK-Fn14 inh -12.9, TRPM1 prom inh -107.2, NR2E3 ag-2 -0.5, KKLEB tox 9.2, CF NFkB block -25.2, aDG glyco act 0.1, Peg3 prom inh -387.3 and HIF-2a block -322.6.
For CCOc1nc2ccccc2nc1NS(=O)(=O)c1ccc(Cl)cc1 the results were hiPSC survival 1.0, Shn3 3UTR inh 20.1, NR2E3 ag-1 28.3, TWEAK-Fn14 inh 31.4, TRPM1 prom inh 14.8, NR2E3 ag-2 3.0, KKLEB tox 2.0, CF NFkB block -4.7, aDG glyco act -0.1, Peg3 prom inh 23.4 and HIF-2a block 22.3.
Screening Cc1ccc(C(=O)OCC(=O)NC(=O)c2ccccc2)o1 returned hiPSC survival 0.3, Shn3 3UTR inh 19.8, NR2E3 ag-1 0.3, TWEAK-Fn14 inh -3.6, TRPM1 prom inh 7.2, NR2E3 ag-2 -1.2, KKLEB tox -4.4, CF NFkB block 7.7, aDG glyco act 0.0, Peg3 prom inh -25.1 and HIF-2a block 1.4.
`COc1ccccc1C(CNC(=O)CNC(=O)c1ccc(C)c(C)c1)N1CCCC1` (stereo not given) gave hiPSC survival -0.5, Shn3 3UTR inh 19.1, NR2E3 ag-1 17.0, TWEAK-Fn14 inh 0.4, TRPM1 prom inh -9.1, NR2E3 ag-2 -0.3, KKLEB tox -3.2, CF NFkB block 24.2, aDG glyco act -0.2, Peg3 prom inh 2.7 and HIF-2a block 11.9.
Screening CC1CCN(C(=O)CSc2nc(N)cc(N)n2)CC1 returned hiPSC survival -2.0, Shn3 3UTR inh -5.2, NR2E3 ag-1 -6.5, TWEAK-Fn14 inh 0.2, TRPM1 prom inh -9.3, NR2E3 ag-2 -0.5, KKLEB tox -9.3, CF NFkB block 5.8, aDG glyco act 0.1, Peg3 prom inh 7.9 and HIF-2a block 19.1.

The list goes on; the last three above are carried over.
Screening Cc1ccc(C(=O)OCC(=O)NC(=O)c2ccccc2)o1 returned hiPSC survival 0.3, Shn3 3UTR inh 19.8, NR2E3 ag-1 0.3, TWEAK-Fn14 inh -3.6, TRPM1 prom inh 7.2, NR2E3 ag-2 -1.2, KKLEB tox -4.4, CF NFkB block 7.7, aDG glyco act 0.0, Peg3 prom inh -25.1 and HIF-2a block 1.4.
`COc1ccccc1C(CNC(=O)CNC(=O)c1ccc(C)c(C)c1)N1CCCC1` (stereo not given) gave hiPSC survival -0.5, Shn3 3UTR inh 19.1, NR2E3 ag-1 17.0, TWEAK-Fn14 inh 0.4, TRPM1 prom inh -9.1, NR2E3 ag-2 -0.3, KKLEB tox -3.2, CF NFkB block 24.2, aDG glyco act -0.2, Peg3 prom inh 2.7 and HIF-2a block 11.9.
Screening CC1CCN(C(=O)CSc2nc(N)cc(N)n2)CC1 returned hiPSC survival -2.0, Shn3 3UTR inh -5.2, NR2E3 ag-1 -6.5, TWEAK-Fn14 inh 0.2, TRPM1 prom inh -9.3, NR2E3 ag-2 -0.5, KKLEB tox -9.3, CF NFkB block 5.8, aDG glyco act 0.1, Peg3 prom inh 7.9 and HIF-2a block 19.1.
`Cc1cc(=O)n2c(C(=O)Nc3ccc(C)c(C)c3)c(C(=O)Nc3ccccc3)sc2n1` gave hiPSC survival 0.3, Shn3 3UTR inh -9.6, NR2E3 ag-1 -32.3, TWEAK-Fn14 inh -6.5, TRPM1 prom inh 1.3, NR2E3 ag-2 -1.2, KKLEB tox -5.3, CF NFkB block -0.2, aDG glyco act -0.2, Peg3 prom inh -8.5 and HIF-2a block -6.1.
Cc1cc2oc(=O)ccc2cc1[N+](=O)[O-] was read as hiPSC survival 0.7, Shn3 3UTR inh -2.0, NR2E3 ag-1 -36.0, TWEAK-Fn14 inh -5.3, TRPM1 prom inh -6.4, NR2E3 ag-2 1.9, KKLEB tox -2.9, CF NFkB block 3.8, aDG glyco act 0.0, Peg3 prom inh 0.2 and HIF-2a block 5.0.
`CCN1CCSc2ccc(C(=O)NCc3ccccc3Br)cc21` gave hiPSC survival 2.6, Shn3 3UTR inh 18.8, NR2E3 ag-1 -22.6, TWEAK-Fn14 inh -0.1, NR2E3 ag-2 6.0, KKLEB tox -1.1, CF NFkB block 6.1, aDG glyco act 0.1, Peg3 prom inh 8.8 and HIF-2a block -0.5.
Screening COc1ccc(-c2noc(C)c2-c2ccc3ccccc3n2)c(O)c1 returned hiPSC survival -2.9, Shn3 3UTR inh 19.1, NR2E3 ag-1 -10.4, TWEAK-Fn14 inh 27.8, TRPM1 prom inh 5.2, NR2E3 ag-2 7.0, KKLEB tox -8.6, CF NFkB block 5.1, aDG glyco act 0.0, Peg3 prom inh 28.6 and HIF-2a block 17.0.
CCN(CC)S(=O)(=O)c1ccc(NC(=O)c2ccc(N3CCCC3=O)cc2)cc1 was read as hiPSC survival -1.1, Shn3 3UTR inh 28.2, NR2E3 ag-1 -13.9, TWEAK-Fn14 inh 25.8, TRPM1 prom inh 8.6, KKLEB tox -1.2, CF NFkB block -15.8, aDG glyco act 0.4, Peg3 prom inh -10.2 and HIF-2a block -21.4.
For O=C1c2ccccc2-c2onc3c(N4CCN(CCO)CC4)cc(N4CCN(C(=O)c5ccco5)CC4)c1c23 the results were hiPSC survival 0.0, Shn3 3UTR inh 0.1, NR2E3 ag-1 -17.2, TWEAK-Fn14 inh 3.4, TRPM1 prom inh 28.5, NR2E3 ag-2 -13.9, KKLEB tox -6.6, CF NFkB block 13.8, aDG glyco act -1.3, Peg3 prom inh 48.4 and HIF-2a block 3.5.
For CSc1ccc(CNC(=O)C2(C)CCN2C(C)C)cc1 (stereo not given) the results were hiPSC survival -0.5, Shn3 3UTR inh -18.5, NR2E3 ag-1 -15.3, TWEAK-Fn14 inh 8.6, KKLEB tox -5.9, CF NFkB block 14.7, aDG glyco act 0.2, Peg3 prom inh 2.0 and HIF-2a block 10.6.
For CC(C)C(OC(=O)CN1C(=O)c2ccccc2C1=O)C(=O)NC1CCCCC1 (stereo not given) the results were hiPSC survival -0.4, Shn3 3UTR inh -5.0, NR2E3 ag-1 10.8, TWEAK-Fn14 inh 35.3, TRPM1 prom inh -3.5, NR2E3 ag-2 3.0, KKLEB tox 5.7, CF NFkB block -3.0, aDG glyco act -0.2, Peg3 prom inh -10.2 and HIF-2a block 2.2.
`Cc1cc(C)cc(NC(=O)Nc2c(Br)cnn2C)c1` gave hiPSC survival -0.3, Shn3 3UTR inh 0.2, NR2E3 ag-1 20.0, TWEAK-Fn14 inh -21.9, TRPM1 prom inh 7.9, NR2E3 ag-2 0.2, KKLEB tox 1.2, CF NFkB block -13.6, aDG glyco act 0.1, Peg3 prom inh 17.2 and HIF-2a block 3.6.
Screening COc1cc2c(cc1OC)CN(C(=O)CNS(=O)(=O)c1ccc(C)c(C)c1)CC2 returned hiPSC survival 0.6, Shn3 3UTR inh 2.3, NR2E3 ag-1 7.1, TWEAK-Fn14 inh -5.1, TRPM1 prom inh 9.9, NR2E3 ag-2 5.3, KKLEB tox 7.3, CF NFkB block 8.7, aDG glyco act -0.1, Peg3 prom inh 11.8 and HIF-2a block 12.6.
Screening Cc1cc(C)n2nc(SCC(=O)Nc3ccc(F)cc3[N+](=O)[O-])nc2n1 returned hiPSC survival -0.4, Shn3 3UTR inh -2.4, NR2E3 ag-1 -10.8, TWEAK-Fn14 inh 1.6, TRPM1 prom inh 13.3, KKLEB tox 18.1, CF NFkB block -6.1, aDG glyco act 0.2, Peg3 prom inh 1.2 and HIF-2a block 10.8.
O=C(CN1CCCCCC1)NCCN1C(=O)S/C(=C\c2ccccc2Cl)C1=O was read as hiPSC survival 0.8, Shn3 3UTR inh 4.0, NR2E3 ag-1 -26.5, TWEAK-Fn14 inh -7.9, TRPM1 prom inh -0.6, NR2E3 ag-2 0.5, KKLEB tox -29.4, CF NFkB block 9.7, aDG glyco act 0.1, Peg3 prom inh 3.3 and HIF-2a block 13.7.
